HT1080NT lethal: kills 2HG-producing HT-1080-NT fibrosarcoma cells; HT-1080-NT fibrosarcoma viability, CellTiter-Glo ATP luminescence, 48 h; Potency, µM (titrated, usually from 46.1 µM), without a hit: at the highest dose activity, negative = less viability, actives largely listed as cytotoxic; actives 1.6% (n = 360,000);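 also: NT is the 2HG producing partner of a matched IDH1 knockdown line; 0% = DMSO-treated cells and -100% = media-only wells without cells; nearly all actives have a fitted effect of over 55% in size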
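Luminescent CellTiter-Glo readout after 48 hours of compound exposure at 37 degrees C defined viability of HT-1080-NT cells. Activity was normalized to DMSO wells and cell-free media wells; concentration-response curves were fitted and assigned curve classes.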
GLP-1R inv ag: GLP-1 receptor (human) inverse agonism. P43220. actives 1.6% (n = 410,000). AID 624417. HEK293 GLP-1R CRE-luciferase, luminescence, 24 h; GLP-1R form is constitutively active. Potency, µM (titrated, usually from 38.3 µM), for inactives: at the top dose activity change, negative = inhibition, most hits filed as inhibitors; also: % is scaled to controls: 0 for no effect and ±100 for the full control effect; nearly all actives have a fitted effect of over 55% in size
Target sequence (P43220 whole entry, looked up): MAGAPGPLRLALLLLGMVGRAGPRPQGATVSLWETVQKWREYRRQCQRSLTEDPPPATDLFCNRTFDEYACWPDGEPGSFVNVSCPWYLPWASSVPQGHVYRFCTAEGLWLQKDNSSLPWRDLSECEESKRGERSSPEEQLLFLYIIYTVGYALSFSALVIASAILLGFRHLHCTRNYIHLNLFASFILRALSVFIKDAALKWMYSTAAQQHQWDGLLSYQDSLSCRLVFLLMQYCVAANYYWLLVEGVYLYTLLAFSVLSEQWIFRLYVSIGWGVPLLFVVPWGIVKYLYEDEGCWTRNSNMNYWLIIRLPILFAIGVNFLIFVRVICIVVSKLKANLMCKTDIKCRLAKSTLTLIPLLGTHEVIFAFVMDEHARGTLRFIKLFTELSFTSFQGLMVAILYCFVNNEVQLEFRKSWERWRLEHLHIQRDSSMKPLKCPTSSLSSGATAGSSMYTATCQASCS
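HEK293 cells stably co-expressing constitutively active GLP-1R and a cAMP-responsive luciferase reporter were seeded in DMEM with 10% Nu serum, given compounds after 12 h, and incubated 24 h at 37 deg C. Luminescence was then read.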
KB-V1 cytotox: KB-V1 MDR subline cytotoxicity; KB-V1 MDR cells viability, CellTiter-Glo, 72 h; Potency, µM (series often up to 46.1 µM), for the others: at the highest dose activity change, negative = cytotoxicity, most hits filed as cytotoxic; actives 3.4% (n = 400,000); also: % is scaled to controls: 0 for no effect and ±100 for the full control effect; nearly all actives have a fitted effect of over 60% in size
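KB-V1, DMEM (no phenol red) + 10% FBS; cpd pin-transferred, titration series; 72 h, 37 degrees C; CellTiter-Glo, luminescence. Data normalized, curve-fit.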
GLP-1R agonist: activates the human GLP-1 receptor; actives 0.007% (n = 380,000); P43220; Potency, µM (highest dose often 45.6 µM), without a hit: at the top dose activation, usual class: activators; HEK293 GLP-1R CRE-luciferase, luminescence, 4-6 h; cells express a hypersensitive GLP-1R form; AID 624172; also: % of control where 0% means no effect
HEK293 tox: cytotoxic in the GLP-1 receptor inverse agonist counter-screen. AID 624418. actives 0.13% (n = 410,000). Potency, µM (doses to about 38.3 µM), without a hit: at the top dose activity change, negative = inhibition, actives largely listed as inhibitors. HEK293 cAMP-luciferase reporter cells, luminescence, 24 h;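 also: loss of luciferase light is scored as toxicity; % is scaled to controls: 0 for no effect and ±100 for the full control effect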
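Quantitative HTS format, 1536 wells, 200 cells/uL seeded. Compounds: 23 nL, 24 h, 37 °C. Detection: luciferase reagent, luminescence at 12 min RT; decreased signal taken as cytotoxic.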
TDP43 rescue: inhibitors of TDP-43 toxicity in yeast; TDP-43 expressing yeast growth rescue, BacTiter-Glo, 24 h; Potency, µM (highest dose often 46.1 µM), for the others: at the top dose growth rescue (activation), usual class: activators; actives 1.8% (n = 410,000); AID 652104; also: % of control where 0% means no effect; nearly all actives have a fitted effect of over 50% in size
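Yeast cells expressing TDP-43 under galactose induction are exposed to compounds for 24 hr at 30 deg C. BacTiter-Glo luminescence measures growth, so protective compounds score as activators.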
SW480 rerep: DNA re-replication induction in SW480 cells. actives 1.8% (n = 340,000). Potency, µM (series often up to 46.1 µM), for the others: top-dose re-replication activation, most hits filed as activators. SW480 DNA re-replication, Hoechst DNA content imaging, 48 h. AID 624297; also: % of control where 0% means no effect; nearly all actives have a fitted effect of over 55% in size
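Per well, 250 cells were exposed to pinned compound for 48 hr. Nuclear DNA was visualised with Hoechst (40 min, 37 C) and total object intensity recorded by fluorescence scanning.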
KB-3-1 cytotox: kills parental KB-3-1 adenocarcinoma cells | KB-3-1 viability, CellTiter-Glo ATP luminescence, 72 h | Potency, µM (titrated, usually from 46.1 µM), without a hit: top-dose activity change, negative = cytotoxic, usual class: cytotoxic | actives 1.4% (n = 400,000) | AID 1347075; also: % is scaled to controls: 0 for no effect and ±100 for the full control effect; nearly all actives have a fitted effect of over 60% in size
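Cytotoxicity measured as CellTiter-Glo luminescence after 72 h at 37 C. Compound titrations were pinned onto drug-naive KB-3-1 parental adenocarcinoma cells grown in DMEM with 10% FBS, and normalized data fitted to concentration-response curves.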
HT1080 IDH1KD tx: toxicity to HT-1080 IDH1 knockdown cells (counter line); actives 2% (n = 360,000); Potency, µM (top dose mostly 46.1 µM), for inactives: at the highest dose activity, negative = toxicity, usual class: cytotoxic; AID 686971; HT-1080 IDH1 knockdown viability, ATP luminescence, 48 h;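 also: 0% = DMSO wells and -100% = cell-free medium wells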
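Luminescent ATP read-out (CellTiter-Glo, 10 min at room temperature) after 48 h compound exposure at 37 °C gave viability of IDH1-knockdown HT-1080 cells. Activity was normalised to DMSO and cell-free wells, then fitted as concentration-response curves.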
An asterisk follows results filed as active; & = joins results of further samples; [ ] = another dose, or the depositor's remark. Calls follow the shape of the dose curve; as a rule, active = well fitted curve in the direction sought with a large enough effect; inconclusive = small, poorly fitted or top-dose-only effect, or another doubt; inactive = no such curve, though single readings can be large; an effect the other way counts as inactive or inconclusive. Potency is read from the fitted curve at half-maximal effect.

`Cc1cc(C)c(-c2cc(C(F)(F)F)no2)c(=O)[nH]1` gave HT1080NT lethal 21%, GLP-1R inv ag 0%, KB-V1 cytotox -24%, GLP-1R agonist -1%, HEK293 tox -9%, TDP43 rescue -7%, SW480 rerep 0%, KB-3-1 cytotox -1% and HT1080 IDH1KD tx 0%.
NC(=O)c1nc(N2CCOCC2)nc(N2CCOCC2)n1 was read as HT1080NT lethal -4%, GLP-1R inv ag 5%, KB-V1 cytotox -1%, GLP-1R agonist 5%, HEK293 tox -9%, TDP43 rescue -10%, SW480 rerep 3%, KB-3-1 cytotox -13% and HT1080 IDH1KD tx -3%.
Cc1ccc(S(=O)(=O)NCCCNS(=O)(=O)c2ccccc2)cc1 was read as HT1080NT lethal -2%, GLP-1R inv ag -5%, KB-V1 cytotox 2%, GLP-1R agonist 12%, HEK293 tox -3%, TDP43 rescue -5%, SW480 rerep 5%, KB-3-1 cytotox -5% and HT1080 IDH1KD tx -1%.
CCOC(=O)N1CCC(NC(=O)c2cc(S(=O)(=O)N3CCCC3)cn2C)CC1 was read as HT1080NT lethal inconclusive, GLP-1R inv ag -5%, KB-V1 cytotox inconclusive, GLP-1R agonist 6%, HEK293 tox 7%, TDP43 rescue 13%, SW480 rerep -4%, KB-3-1 cytotox -1% and HT1080 IDH1KD tx 9%.
O=C(Cc1cccs1)N(CC1CCCO1)C1(C(=O)NC2CCCC2)CCCCC1 (stereo not given) was read as HT1080NT lethal -3%, GLP-1R inv ag -5%, KB-V1 cytotox inconclusive, GLP-1R agonist 2%, HEK293 tox -8%, TDP43 rescue 25%, SW480 rerep 5%, KB-3-1 cytotox 7% and HT1080 IDH1KD tx 5%.
Screening CCOC(=O)CSc1nc(CC)nc2ccccc12 returned HT1080NT lethal -23%, GLP-1R inv ag 6%, KB-V1 cytotox 3%, GLP-1R agonist 1%, HEK293 tox 0%, TDP43 rescue -4%, SW480 rerep 2%, KB-3-1 cytotox 12% and HT1080 IDH1KD tx 8%.
For CC(C)NCC(O)COc1ccc(CCOCC2CC2)cc1 (stereo not given) the results were HT1080NT lethal -1%, GLP-1R inv ag -10%, KB-V1 cytotox -21%, GLP-1R agonist -3%&-2%, HEK293 tox 2%, TDP43 rescue inconclusive, SW480 rerep 0%, KB-3-1 cytotox 0% and HT1080 IDH1KD tx 3%.
CC(NC(=O)c1ccc2nc(Cc3ccccc3)oc2c1)c1ccccc1 (stereo not given) was read as GLP-1R inv ag -28%, KB-V1 cytotox -9%, HEK293 tox -4%, TDP43 rescue 0% and KB-3-1 cytotox 9%.
COCc1cc(=O)[nH]c(Nc2nc(C)c3ccccc3n2)n1 was read as HT1080NT lethal inconclusive, GLP-1R inv ag 6%, KB-V1 cytotox 21µM*, GLP-1R agonist -5%, HEK293 tox 8%, TDP43 rescue inconclusive, SW480 rerep inconclusive, KB-3-1 cytotox inconclusive and HT1080 IDH1KD tx inconclusive.
Screening CCOc1ccc(-c2cc3nc(C4CCN(C(=O)OC(C)(C)C)CC4)c(C(=O)Nc4ccc(C(=O)OC)cc4)cn3n2)cc1 returned GLP-1R inv ag 13%, KB-V1 cytotox 6%, HEK293 tox 2%, TDP43 rescue 29% and KB-3-1 cytotox 7%.

Reprinted from the part before: three entries; new compounds follow.
CC(NC(=O)c1ccc2nc(Cc3ccccc3)oc2c1)c1ccccc1 (stereo not given) was read as GLP-1R inv ag -28%, KB-V1 cytotox -9%, HEK293 tox -4%, TDP43 rescue 0% and KB-3-1 cytotox 9%.
COCc1cc(=O)[nH]c(Nc2nc(C)c3ccccc3n2)n1 was read as HT1080NT lethal inconclusive, GLP-1R inv ag 6%, KB-V1 cytotox 21µM*, GLP-1R agonist -5%, HEK293 tox 8%, TDP43 rescue inconclusive, SW480 rerep inconclusive, KB-3-1 cytotox inconclusive and HT1080 IDH1KD tx inconclusive.
Screening CCOc1ccc(-c2cc3nc(C4CCN(C(=O)OC(C)(C)C)CC4)c(C(=O)Nc4ccc(C(=O)OC)cc4)cn3n2)cc1 returned GLP-1R inv ag 13%, KB-V1 cytotox 6%, HEK293 tox 2%, TDP43 rescue 29% and KB-3-1 cytotox 7%.
`CCN1CCN(c2nc3c(C)cccn3c(=O)c2/C=C(\C#N)C(=O)NCCCOC)CC1` gave HT1080NT lethal 0%, GLP-1R inv ag 25%, KB-V1 cytotox 21%, GLP-1R agonist 15%, HEK293 tox 102%[activator], TDP43 rescue 0%, SW480 rerep 21µM*, KB-3-1 cytotox 8% and HT1080 IDH1KD tx 0%.
For CN(C)C(=S)Oc1ccccc1C1(C)OCCO1 the results were HT1080NT lethal 6%, GLP-1R inv ag -3%, KB-V1 cytotox 1%, GLP-1R agonist 0%, HEK293 tox 5%, TDP43 rescue 20%, KB-3-1 cytotox 0% and HT1080 IDH1KD tx 4%.
For Clc1ccc(Cl)c(-c2nc(-c3ccncc3)no2)c1 the results were HT1080NT lethal 17%, GLP-1R inv ag 24%, KB-V1 cytotox -23%, GLP-1R agonist 1%, HEK293 tox 8%, TDP43 rescue 30%, SW480 rerep 1%, KB-3-1 cytotox 4% and HT1080 IDH1KD tx 12%.
For COc1cccc(NC(=O)c2oc3ccc(S(=O)(=O)N4CCCCCC4)cc3c2C)c1 the results were GLP-1R inv ag inconclusive, KB-V1 cytotox 4%, HEK293 tox -4%, TDP43 rescue 7% and KB-3-1 cytotox 3%.
C=CCNC(=O)CSCc1ccc(Br)cc1 was read as HT1080NT lethal 0%, GLP-1R inv ag -19%, KB-V1 cytotox 5%, GLP-1R agonist -5%, HEK293 tox 3%, TDP43 rescue 13%, SW480 rerep -10%, KB-3-1 cytotox 1% and HT1080 IDH1KD tx -3%.
For CC(=O)Nc1cccc(NC(=O)C2CC3CCC2C3)c1 (stereo not given) the results were HT1080NT lethal 1%, GLP-1R inv ag -6%, KB-V1 cytotox 11%, GLP-1R agonist -1%, HEK293 tox 1%, TDP43 rescue -13%, SW480 rerep -11%, KB-3-1 cytotox -2% and HT1080 IDH1KD tx 0%.
CN1CCN(NC(=O)COc2cccc(C(F)(F)F)c2)CC1 was read as HT1080NT lethal -2%, GLP-1R inv ag -11%, KB-V1 cytotox -24%, GLP-1R agonist 0%, HEK293 tox 2%, TDP43 rescue 0%, SW480 rerep -3%, KB-3-1 cytotox -1% and HT1080 IDH1KD tx -4%.
CCCc1cc2c(=O)c(-c3ccc4c(c3)OCCO4)coc2cc1OS(C)(=O)=O was read as HT1080NT lethal -3%, GLP-1R inv ag inconclusive, KB-V1 cytotox 10µM*, GLP-1R agonist -1%, HEK293 tox -3%, TDP43 rescue inconclusive, SW480 rerep -1%, KB-3-1 cytotox inconclusive and HT1080 IDH1KD tx -8%.
`COc1ccc(/C=C/c2nnc(NC(=O)COc3cccc(C)c3)s2)cc1` gave HT1080NT lethal inconclusive, GLP-1R inv ag 0%, KB-V1 cytotox 4%, GLP-1R agonist -4%, HEK293 tox 7%, TDP43 rescue 11%, SW480 rerep 10%, KB-3-1 cytotox -5% and HT1080 IDH1KD tx inconclusive.
Screening O=C(CN1C(=O)C2C3C=CC(C3)C2C1=O)OCC(=O)c1ccccc1 (stereo not given) returned HT1080NT lethal -1%, GLP-1R inv ag 7%, KB-V1 cytotox 13%, GLP-1R agonist 5%, HEK293 tox -3%, TDP43 rescue -15%, SW480 rerep 0%, KB-3-1 cytotox 23% and HT1080 IDH1KD tx 5%.
`CCNC(=O)Cn1c(-c2cccs2)cc2ccccc21` gave GLP-1R inv ag -5%, KB-V1 cytotox 16%, HEK293 tox 16%, TDP43 rescue 24% and KB-3-1 cytotox -2%.
For O=C(NCC1CC1)c1csc([C@@H]2O[C@H](CO)[C@H](O)[C@H](O)[C@H]2O)n1 the results were HT1080NT lethal 31%, GLP-1R inv ag 18%, KB-V1 cytotox 2%, GLP-1R agonist 1%, HEK293 tox 1%, TDP43 rescue 0%, KB-3-1 cytotox 18% and HT1080 IDH1KD tx inconclusive.
COc1cccc(/C=N/NC(=O)c2ccc(COc3ccc(Cl)cc3Cl)o2)c1 was read as HT1080NT lethal inconclusive, GLP-1R inv ag -9%, KB-V1 cytotox -10%, GLP-1R agonist -11%, HEK293 tox 0%, TDP43 rescue 8%, SW480 rerep 1%, KB-3-1 cytotox -12% and HT1080 IDH1KD tx -6%[9.24 µM].
For CC(C)CNC(=O)c1cc(-c2ccc(Br)cc2)on1 the results were HT1080NT lethal 5%, GLP-1R inv ag 7%, KB-V1 cytotox 19%, GLP-1R agonist -3%, HEK293 tox -30%, TDP43 rescue -8%, SW480 rerep -3%, KB-3-1 cytotox 1% and HT1080 IDH1KD tx 10%.
`COc1ccc(CCN(C)CC(O)COC(c2ccc(F)cc2)c2ccc(F)cc2)cc1OC` (stereo not given) gave HT1080NT lethal 23µM*, GLP-1R inv ag 5µM*, KB-V1 cytotox inconclusive, GLP-1R agonist 20%, HEK293 tox inconclusive, TDP43 rescue -2%, SW480 rerep inconclusive, KB-3-1 cytotox inconclusive and HT1080 IDH1KD tx inconclusive.
Screening COc1ccccc1OCCC(=O)Nc1cccc(S(=O)(=O)N2CCCCC2)c1 returned HT1080NT lethal -2%, GLP-1R inv ag inconclusive, KB-V1 cytotox inconclusive, GLP-1R agonist 0%, HEK293 tox 3%, TDP43 rescue 15%, SW480 rerep 2%, KB-3-1 cytotox -7% and HT1080 IDH1KD tx 1%.
For CCC/C=C1/CCCOC(C(=O)NCc2cc(C)n(C)n2)(C(F)(F)F)C1 (stereo not given) the results were HT1080NT lethal 4%, GLP-1R inv ag -6%, KB-V1 cytotox -19%, GLP-1R agonist 10%, HEK293 tox 2%, TDP43 rescue 5%, SW480 rerep -13%, KB-3-1 cytotox 1% and HT1080 IDH1KD tx 6%.

High-throughput results from PubChem.
